AMA1 RON2 block: disrupts binding of P. falciparum AMA1 to RON2. AlphaScreen AMA1-biotinylated RON2 peptide binding. Potency, µM (top dose mostly 58.2 µM), without a hit: at the top dose activity change, negative = inhibition, hits mostly inhibitors. actives 0.2% (n = 360,000);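 also: potency is read from the fitted curve at half-maximal effect; 0% = vehicle wells and -100% = peptide control; nearly all actives have a fitted effect of over 45% in size; some results filed as inactive show a strong effect at the top dose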
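AMA1 (3D7) with his tag at 25 nM final met compounds first, then biotinylated RON2 peptide at 25 nM; detection used donor plus acceptor beads, 10 µg/mL apiece, read by AlphaScreen after 30 min at room temperature.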
Giardia FBPA inh: inhibitors of Giardia lamblia fructose-1,6-bisphosphate aldolase | Potency, µM (titrated, usually from 59.6 µM), without a hit: at the highest dose activity, negative = inhibition, usual class: inhibitors | purified Giardia FBPA | actives 0.71% (n = 290,000) | A8B2U2; also: potency is read from the fitted curve at half-maximal effect; nearly all actives have a fitted effect of over 55% in size
Target sequence (A8B2U2 whole entry, looked up): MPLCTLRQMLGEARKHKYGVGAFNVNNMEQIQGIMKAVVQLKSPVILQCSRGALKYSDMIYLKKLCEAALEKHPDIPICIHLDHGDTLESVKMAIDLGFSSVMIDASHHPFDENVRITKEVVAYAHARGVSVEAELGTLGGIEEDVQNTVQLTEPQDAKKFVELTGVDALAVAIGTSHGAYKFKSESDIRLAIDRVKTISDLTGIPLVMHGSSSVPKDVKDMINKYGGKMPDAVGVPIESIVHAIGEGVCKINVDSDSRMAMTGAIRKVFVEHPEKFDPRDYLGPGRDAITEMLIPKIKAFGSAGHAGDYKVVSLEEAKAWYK
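Giardia FBPA (40 nM reagent) was preincubated 10 min at RT with compound (up to 57.5 uM final), then substrate plus GAPDH/TPI/NAD/arsenate coupling system with diaphorase/resazurin was added; resorufin fluorescence (525/598 nm) was read after 20 min.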
HCMV antiviral: blocks human cytomegalovirus replication. actives 4.5% (n = 410,000). HFF cells, HCMV-luciferase reporter, 72 h; stronger effect = lower value. activity change, negative = inhibition, % at 57.5 µM. AID 1259415; in the data active = activity change below about -60%; inconclusive = no clear call, values can overlap the other calls; inactive = above about -39%
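Two-dose cell screen: HFF monolayers treated with compounds and infected with luciferase-expressing HCMV at 1 PFU/cell, 72 h at 37C, then lysed for luciferase measurement.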
AmpC inh detg: AmpC beta-lactamase inhibition with detergent present | AID 485294 | AmpC hydrolysis of nitrocefin, absorbance 480 nm, 0.01% Triton | P00811 | Potency, µM (doses to about 114 µM), for the others: at the top dose activity change, negative = inhibition, usual class: inhibitors | actives 0.041% (n = 370,000);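 also: potency is read from the fitted curve at half-maximal effect; 0% = no-compound wells and -100% = no-enzyme wells; nearly all actives have a fitted effect of over 25% in size; some results filed as inactive show a strong effect at the top dose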
Target sequence (P00811 whole entry, looked up): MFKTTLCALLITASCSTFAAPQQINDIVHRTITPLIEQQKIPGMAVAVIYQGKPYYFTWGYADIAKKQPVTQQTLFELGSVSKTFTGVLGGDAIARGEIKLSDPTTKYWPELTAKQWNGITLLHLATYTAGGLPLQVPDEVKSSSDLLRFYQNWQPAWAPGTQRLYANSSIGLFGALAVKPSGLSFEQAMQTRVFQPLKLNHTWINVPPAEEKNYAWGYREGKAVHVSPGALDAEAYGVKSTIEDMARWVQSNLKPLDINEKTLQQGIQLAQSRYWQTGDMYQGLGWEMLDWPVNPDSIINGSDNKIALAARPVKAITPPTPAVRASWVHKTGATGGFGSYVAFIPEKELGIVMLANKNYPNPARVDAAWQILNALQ
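AmpC (5.3 nM in the dispensed reagent) in 20 mM phosphate pH 7.0 with 0.01% (detergent screen) or 0.0001% Triton X-100 was preincubated with compounds for 15 min at room temperature. Nitrocefin was then added from an 800 uM solution, and hydrolysis was followed at 480 nm.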
Sm TGR block: S. mansoni TGR enzyme inhibition | Potency, µM (titrated, usually from 114 µM), inactives show at the top dose activity change, negative = inhibition, hits mostly inhibitors | actives 3% (n = 360,000) | Q962Y6 | purified TGR, DTNB reduction, TNB absorbance 405 nm; also: potency is read from the fitted curve at half-maximal effect; nearly all actives have a fitted effect of over 60% in size
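Kinetic colorimetric format: TGR-catalysed, NADPH-driven DTNB reduction monitored via TNB absorbance. Enzyme dispensed at 20 nM; compound exposure 15 min at room temperature before reaction start.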
AmpC inh no detg: inhibitors of E. coli AmpC beta-lactamase without detergent; P00811; AmpC nitrocefin hydrolysis, absorbance 480 nm, 0.0001% Triton; Potency, µM (doses to about 57.1 µM), without a hit: top-dose activity change, negative = inhibition, most hits filed as inhibitors; actives 0.52% (n = 330,000);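 also: potency is read from the fitted curve at half-maximal effect; plate controls were no compound for no effect and no enzyme for full effect; nearly all actives have a fitted effect of over 20% in size; some results filed as inactive show a strong effect at the top dose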
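AmpC (5.3 nM in the dispensed reagent) in 20 mM phosphate pH 7.0 with 0.01% (detergent screen) or 0.0001% Triton X-100 was preincubated with compounds for 15 min at room temperature. Nitrocefin was then added from an 800 uM solution, and hydrolysis was followed at 480 nm.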
* hit, by the source's call; [ ] = another dose, or the depositor's remark. Unless noted, calls follow the shape of the dose curve; as a rule, active = well fitted curve in the direction sought with a large enough effect; inconclusive = small, poorly fitted or top-dose-only effect, or another doubt; inactive = no such curve, though single readings can be large; an effect the other way counts as inactive or inconclusive. Unless noted, % is scaled to controls: 0 for no effect and ±100 for the full control effect.

`O=C(NCc1ccccc1)N1CCC(c2nc3ccccc3[nH]2)CC1` gave AMA1 RON2 block -9%, Giardia FBPA inh 0%, HCMV antiviral 9, AmpC inh detg -9%, Sm TGR block 0% and AmpC inh no detg -1%.
Cc1cc(N/N=C/c2ccccc2O)c2ccccc2n1 was read as AMA1 RON2 block -18%, Giardia FBPA inh -1%, HCMV antiviral inconclusive, AmpC inh detg 1%, Sm TGR block 0% and AmpC inh no detg -10%.
`CCOc1ccc(Oc2c(/C=N/NC(N)=O)c(C)nn2-c2ccccc2)cc1` gave AMA1 RON2 block -3%, Giardia FBPA inh -1%, HCMV antiviral -24, AmpC inh detg 1%, Sm TGR block 9% and AmpC inh no detg 106%[activator].
CC(=O)N(C(C)=O)c1ncc2c([nH]c3ccccc32)c1C#N was read as AMA1 RON2 block -5%, Giardia FBPA inh -4%, HCMV antiviral -77*, AmpC inh detg -7%, Sm TGR block -6% and AmpC inh no detg -3%.
Screening Cn1ccc2cc(S(=O)(=O)N3CCCC(C(=O)NCc4ccccc4F)C3)ccc21 (centres undefined) returned HCMV antiviral -2, AmpC inh detg 1% and Sm TGR block 0%.
Screening CCCN(CCC)CCCNC(=O)Cn1ncn2c(cc3sc(CC)cc32)c1=O returned HCMV antiviral -31, AmpC inh detg -1% and Sm TGR block 5%.
Screening Cc1cccc(CN2C[C@]34C=C[C@@H](C[C@@H]3S2(=O)=O)O4)c1 returned AMA1 RON2 block -3%, Giardia FBPA inh 12%, HCMV antiviral 1, AmpC inh detg 1%, Sm TGR block 0% and AmpC inh no detg -7%.
For COc1ccc(C(C)=O)cc1COC(=O)c1cc(C)oc1C the results were AMA1 RON2 block 11%, Giardia FBPA inh 1%, HCMV antiviral -5, AmpC inh detg -15%, Sm TGR block inconclusive and AmpC inh no detg 2%.
Cc1noc(C)c1COC(=O)COc1ccc2c(C)cc(=O)oc2c1 was read as AMA1 RON2 block 5%, Giardia FBPA inh -1%, HCMV antiviral 2, AmpC inh detg inconclusive, Sm TGR block 13%[11.4 µM] and AmpC inh no detg -5%.
Screening CCCOc1ccccc1C1NC(=O)NC(C)=C1C(=O)OCCOC(C)C (centres undefined) returned AMA1 RON2 block -2%, Giardia FBPA inh 0%, HCMV antiviral -12, AmpC inh detg inconclusive, Sm TGR block -11% and AmpC inh no detg 8%.
CCN1CCN(c2nc(N(C)c3ccccc3)nc(N)c2[N+](=O)[O-])CC1 was read as AMA1 RON2 block 1%, Giardia FBPA inh 1%, HCMV antiviral 38, AmpC inh detg 9%, Sm TGR block 4% and AmpC inh no detg -16%.
CNC(=O)COC(=O)c1ccccc1Oc1ccccc1 was read as AMA1 RON2 block -6%, Giardia FBPA inh 5%, HCMV antiviral -36, AmpC inh detg -9%, Sm TGR block inconclusive and AmpC inh no detg -13%.
Screening COC(=O)C1=C(C)N(Cc2ccccc2)C(=NCc2ccc(OC)cc2)N[C@H]1c1ccc(Br)cc1 returned Giardia FBPA inh 7%, AmpC inh detg inconclusive, Sm TGR block 10% and AmpC inh no detg -14%.
For N#Cc1ccc(NC(=O)c2cccs2)nc1 the results were AMA1 RON2 block 9%, Giardia FBPA inh -3%, HCMV antiviral 72, AmpC inh detg -1%, Sm TGR block -2% and AmpC inh no detg 1%.
For Cc1ccc2occ(CC(=O)Nc3c(C)cccc3C)c2c1 the results were HCMV antiviral 8, AmpC inh detg -10% and Sm TGR block 2%.
For CCN(CC)CCCNC(=O)CCCn1c(=O)[nH]c2ccc(Br)cc2c1=O the results were HCMV antiviral -8, AmpC inh detg -1% and Sm TGR block 0%.
`COc1ccccc1C(=O)NC1CCCCCCC1` gave AMA1 RON2 block -4%, Giardia FBPA inh 5%, HCMV antiviral -12, AmpC inh detg inconclusive, Sm TGR block 7% and AmpC inh no detg -7%.
`COc1cccc(N=Cc2c(O)n(Cc3ccco3)c(=O)[nH]c2=O)c1` gave AMA1 RON2 block -5%, Giardia FBPA inh -5%, HCMV antiviral 39, AmpC inh detg -8%, Sm TGR block 25µM* and AmpC inh no detg 116%[activator].
Screening CC(C)Nc1cc(C(F)(F)F)nc(-c2ccccn2)n1 returned AMA1 RON2 block 14%, Giardia FBPA inh 5%, HCMV antiviral 33, AmpC inh detg 1%, Sm TGR block -25% and AmpC inh no detg -7%.
`N#CCCN1CCN(S(=O)(=O)c2cc(Cl)ccc2Cl)CC1` gave AMA1 RON2 block -3%, Giardia FBPA inh 1%, HCMV antiviral -28, AmpC inh detg 11%, Sm TGR block 9% and AmpC inh no detg -10%.
Screening COc1ccc(C(=O)NN2CCOCC2)cc1[N+](=O)[O-] returned AMA1 RON2 block 12%, Giardia FBPA inh 8%, HCMV antiviral 24, AmpC inh detg -1%, Sm TGR block -16% and AmpC inh no detg -19%.
CN1C(=O)C2(NCCc3c2[nH]c2ccccc32)c2ccccc21 (centres undefined) was read as AMA1 RON2 block 7%, Giardia FBPA inh 19%, HCMV antiviral -5, AmpC inh detg 3%, Sm TGR block -3% and AmpC inh no detg -1%.
`Cc1ccc2c(NC(=O)C3CC3)c(C)ccc2n1` gave Giardia FBPA inh 2%, HCMV antiviral 24, AmpC inh detg -12%, Sm TGR block 7% and AmpC inh no detg -9%.
For Cc1ccc(NC(=O)Cn2cnc3c(oc4ccccc43)c2=O)cc1Cl the results were HCMV antiviral 4, AmpC inh detg -4% and Sm TGR block -2%.
`Cc1cccc(NC(=O)CSc2nncn2-c2ccccn2)c1` gave AMA1 RON2 block 29%, Giardia FBPA inh 4%, HCMV antiviral -26, AmpC inh detg -10%, Sm TGR block 4% and AmpC inh no detg 9%.
Cc1nc2ccccc2n1CC(=O)NC1CCCCCC1 was read as AMA1 RON2 block -1%, Giardia FBPA inh 0%, HCMV antiviral -62*, AmpC inh detg 6%, Sm TGR block -7% and AmpC inh no detg -22%.
`CC(C)(C)NC(=O)NCC1CCCC1NC(=O)NC(C)(C)C` (centres undefined) gave AMA1 RON2 block 7%, Giardia FBPA inh 2%, HCMV antiviral -4, AmpC inh detg 1%, Sm TGR block -7% and AmpC inh no detg -3%.
Screening COC(=O)c1cc(-c2cccc([N+](=O)[O-])c2)c2c(=O)n(C)c(=O)n(C)c2n1 returned AMA1 RON2 block 3%, Giardia FBPA inh 4%, HCMV antiviral 9, AmpC inh detg -6%, Sm TGR block -16% and AmpC inh no detg -14%.
Cc1ccccc1C=O was read as AMA1 RON2 block 0%, HCMV antiviral -17, AmpC inh detg -3%, Sm TGR block -33% and AmpC inh no detg -2%.
For N#Cc1cc(-c2ccccc2)cnc1Cl the results were AMA1 RON2 block 5%, Giardia FBPA inh 2%, HCMV antiviral 75, AmpC inh detg -1%, Sm TGR block -7% and AmpC inh no detg -1%.
COCCn1c(CN2CCN(C)CC2)nc2c1c(=O)n(C)c(=O)n2C was read as AMA1 RON2 block 9%, Giardia FBPA inh 2%, HCMV antiviral 13, AmpC inh detg -2%, Sm TGR block 1% and AmpC inh no detg -11%.
For CNC(=S)N1N=C(c2ccc(Br)cc2)CC1c1ccc(OC)cc1 (centres undefined) the results were AMA1 RON2 block 33%[activator], Giardia FBPA inh inconclusive, HCMV antiviral -13, AmpC inh detg -14%, Sm TGR block -7% and AmpC inh no detg -6%.
Screening OCCNCc1ccc(OCc2ccc(Cl)cc2Cl)cc1 returned AMA1 RON2 block -5%, Giardia FBPA inh 1%, HCMV antiviral inconclusive, AmpC inh detg 3% and AmpC inh no detg 67%[activator].
`COC(=O)c1sccc1NC(=O)c1ccc(Br)o1` gave AMA1 RON2 block -15%, Giardia FBPA inh 2%, HCMV antiviral -28, AmpC inh detg inconclusive, Sm TGR block 15% and AmpC inh no detg -19%.
For CCOC(=O)c1c(-c2ccc(C)o2)csc1NC(=S)NC(=O)c1cccs1 the results were AMA1 RON2 block 0%, Giardia FBPA inh -9%, HCMV antiviral inconclusive, AmpC inh detg -20%, Sm TGR block -22% and AmpC inh no detg -49%.
For Cc1cc(C)cc(N(C(=O)c2csnn2)C(C(=O)NC(C)(C)C)c2ccncc2)c1 (centres undefined) the results were AMA1 RON2 block 6%, Giardia FBPA inh 0%, HCMV antiviral -8, AmpC inh detg -6% and AmpC inh no detg 41%.
Screening COc1ccccc1N1CCN(CC(=O)c2ccc3ccn(C(C)=O)c3c2)CC1 returned AMA1 RON2 block 18%, Giardia FBPA inh -13%, AmpC inh detg -8%, Sm TGR block 25µM* and AmpC inh no detg -9%.
For CCOc1ccccc1NC(=O)COc1coc(CN2CCCc3ccccc32)cc1=O the results were AMA1 RON2 block inconclusive, HCMV antiviral -5, AmpC inh detg 0%, Sm TGR block -20% and AmpC inh no detg 19%.
For CSC1=NCCN1S(=O)(=O)c1ccc2ccccc2c1 the results were AMA1 RON2 block -8%, Giardia FBPA inh 8%, HCMV antiviral -4, AmpC inh detg -6%, Sm TGR block 17% and AmpC inh no detg 6%.
`O=C(Nc1ccc(N2CCCCC2)cc1)c1cncc(Br)c1` gave AMA1 RON2 block 5%, HCMV antiviral 21, AmpC inh detg 2%, Sm TGR block 10% and AmpC inh no detg -18%.
`O=C(Cn1cnc2ccccc2c1=O)NCCC(=O)Nc1ccc2c(c1)OCCO2` gave AMA1 RON2 block 15%, Giardia FBPA inh 1%, HCMV antiviral 17, AmpC inh detg 8%, Sm TGR block 8% and AmpC inh no detg -30%.
Screening Cc1ccc2nc(NCc3ccccc3)c3nncn3c2c1 returned HCMV antiviral -8, AmpC inh detg 25% and Sm TGR block -1%.
O=C(C1CCN(c2nnc(-n3cccc3)s2)CC1)N1CCc2ccccc2C1 was read as AMA1 RON2 block 6%, Giardia FBPA inh -23%, HCMV antiviral 138, AmpC inh detg 1%, Sm TGR block -9% and AmpC inh no detg 5%.

Two compounds picked at random from those above, as already listed:
`O=C(Cn1cnc2ccccc2c1=O)NCCC(=O)Nc1ccc2c(c1)OCCO2` gave AMA1 RON2 block 15%, Giardia FBPA inh 1%, HCMV antiviral 17, AmpC inh detg 8%, Sm TGR block 8% and AmpC inh no detg -30%.
Screening COc1ccc(C(=O)NN2CCOCC2)cc1[N+](=O)[O-] returned AMA1 RON2 block 12%, Giardia FBPA inh 8%, HCMV antiviral 24, AmpC inh detg -1%, Sm TGR block -16% and AmpC inh no detg -19%.

Grouped by structure: the entries above containing a tert-butyl group (2)
`CC(C)(C)NC(=O)NCC1CCCC1NC(=O)NC(C)(C)C` (centres undefined) gave AMA1 RON2 block 7%, Giardia FBPA inh 2%, HCMV antiviral -4, AmpC inh detg 1%, Sm TGR block -7% and AmpC inh no detg -3%.
For Cc1cc(C)cc(N(C(=O)c2csnn2)C(C(=O)NC(C)(C)C)c2ccncc2)c1 (centres undefined) the results were AMA1 RON2 block 6%, Giardia FBPA inh 0%, HCMV antiviral -8, AmpC inh detg -6% and AmpC inh no detg 41%.

High-throughput results (PubChem)
